Assay outcomes deposited in PubChem by Sanford-Burnham Center for Chemical Genomics.
H9c2 TAG inh – reduces triacylglycerol accumulation in H9c2 cells | Nile Red lipid (TAG) fluorescence; cells loaded with 200 µM oleic acid | 230,000 compounds, 0.66% hits | inhibition, % at 12.5 µM;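 active = pattern-corrected inhibition of lipid staining of at least 50% with the nuclear-stain viability signal not falling by more than 50%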;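 also: 0% = DMSO wells and 100% = triacsin C control wells; some results filed as inactive read as strong as hits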
H9c2 TAG inh DAPI viability – recorded beside H9c2 TAG inh, whose call it bears; DAPI nuclei signal change (viability), lower = more cytotoxic, %;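 whole-well DAPI fluorescence read on a plate reader as a viability signal; minus 50 percent equals half of cells still viable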
* marks the source's active call; other numbers are inactive results.

SMILES	H9c2 TAG inh	H9c2 TAG inh DAPI viability
CCCN(CC(=O)Nc1ccccc1C)C(=O)c1ccc2c(c1)OCO2	4.6	-8.0
Cc1cc(C(=O)N2CCC2(C)C(=O)NS(=O)(=O)c2ccc(Cl)cc2)nn1C (configuration not stated)	3.1	2.3
COc1ccccc1OCC(=O)Nc1cc(Cl)ccc1N1CCCCC1	-21.8	-1.4
CN(C)c1ccc(/C=N\NC(=O)c2cccc3cc[nH]c23)cc1	10.3	-4.2
O=C(COc1ncnc2ccccc12)Nc1cccc([N+](=O)[O-])c1	2.7	-9.5
CS(=O)(=O)Nc1ccc(C(=O)NCC2CCCO2)cc1 (configuration not stated)	-2.3	-1.5
CCc1c(SCCC(=O)O)nc2ccccc2c1C	9.3	2.2
CCC(=O)Nc1ccc(-c2cc3ccccc3oc2=O)cc1	-10.6	2.1
Cc1nn(C)cc1C1C2=C(CC(C)(C)CC2=O)N(c2ccccc2)C2=C1C(=O)CC(C)(C)C2	26.1	-13.4
Cc1ccc(C)n1-c1ccc(C(=O)Nc2ccccc2F)cc1	5.0	-3.4
Cc1cccc(NC(=O)Cn2cnc3c(cnn3-c3ccc(F)cc3)c2=O)c1C	-6.1	-2.5
Cc1cc(C)c(NC(=S)N(CCCN2CCN(C)CC2)Cc2cccs2)c(C)c1	20.4	-1.4
CC(C)OC(=O)Cn1nc(C(F)(F)F)c2c1CCCC2	-6.2	4.0
CSc1ncc(-c2ccc(Cl)cc2)[nH]1	9.7	3.3
CC(Cc1ccccc1)N(C)C(=O)CN1C(=O)c2ccccc2C1=O (configuration not stated)	-7.2	82.9
CCOc1ccccc1N(CC(=O)O)S(=O)(=O)c1ccccc1	5.6	6.5
Cn1c(CNC(=O)C(C)(C)C)nc2ccccc21	-4.8	-7.8
COc1ccc([C@H]2CC(=O)C=C(c3ccc4ccn(C)c4c3)C2)cc1	-8.5	4.6
Cc1cc(Cl)ccc1OCC(=O)NNC(=O)C1CCN(c2ncnc3sc(C)c(C)c23)CC1	3.7	-3.4
CC(=O)Nc1ccc(S(=O)(=O)N2CCSC2c2ccc(Cl)cc2)cc1 (configuration not stated)	-16.4	-14.5
CCN(CC)CCn1c2c(c(SCC(=O)Nc3cc(C)cc(C)c3)nc1=O)CCC2	14.3	-1.7
O=C(CCCC(=O)OCC(=O)c1cccs1)Nc1ccc(F)cc1	-16.8	-5.4
CC(C)C12CN3CC(C(C)C)(CN(C1)C3(C)C)C2=O	-1.2	6.3
CCOc1ccc(CC(=O)N2CCN=C2SC)cc1	-4.3	-3.2
Nc1ccc(C(=O)O)cc1[N+](=O)[O-]	-7.1	15.3
C/C(=N\NC(=O)CCCCCNC(=O)c1ccccc1)c1ccccc1O	-15.7	-15.5
CCCCCCCCN1[C@@H](CC(=O)OCC)c2cc(F)ccc2S1(=O)=O	-13.8	-16.2
CC(=O)Nc1ccc(NC(=O)CSc2ccc(-c3sc(C)nc3C)nn2)cc1	4.2	6.3
COc1ccc(C(=O)N2CC3(CC(c4cccc(NC(=O)COc5ccc(Cl)cc5)c4)=NO3)C[C@@H]2C(N)=O)cc1 (some centres not stated)	-4.5	12.1
COc1cccc2cc(C(=O)Nc3cccnc3N3CCOCC3)c(=O)oc12	4.8	-4.3
COc1ccc(C)cc1Nc1n[n+](C)c(-c2c3ccccc3cc3ccccc23)s1	21.4	5.8
COc1ccc(OCC(=O)Nc2ccc(N3CCCCC3)cc2)cc1	-17.8	12.4
NC(=O)CNC(=O)c1ccc(Cl)cc1	-7.5	3.0
COc1ccc(NC(=O)CSc2ccc(-c3sc(C)nc3C)nn2)cc1OC	4.4	-6.6
CCc1ccc(/C=C2\SC(=S)N(CCCC(=O)NCCCN3CCOCC3)C2=O)cc1	12.4	-0.1
COc1ccc(/C=C/CN2CCC(n3nccc3NC(=O)C3CCCC3)CC2)cc1	-0.6	0.8
Cc1ccc(C(=O)Nc2nc(C)c(C(=O)Nc3ccc4c(c3)CCC4)s2)cc1	16.5	-12.8
COC(=O)C1C(c2ccccc2)C=CC(c2ccccc2)C1C(=O)O (configuration not stated)	2.3	-3.7
COc1cc(C(C)=O)ccc1OCC(=O)NCCCn1nc(C)cc1C	-2.2	-1.8
COc1ccc(-c2cn3c(n2)CCC3)cc1	11.6	5.7
COC(=O)c1cccc(N2CCCC2=O)c1	0.8	5.5
O=C(COC(=O)/C=C/c1ccc([N+](=O)[O-])cc1)NCc1cccs1	6.3	-5.3
CCNC(=O)N(C)C[C@H]1N[C@@](CC)(C(=O)OC)[C@H]2C(=O)N(C)C(=O)[C@@H]12	-4.2	3.8
CC(=O)OCC=C1CCC2C3CCC4=CC(=O)CCC4(C)C3C(O)CC12C (configuration not stated)	-0.1	3.4
CN(C)S(=O)(=O)c1ccc(N2CCCC2)c(C(=O)N2CCN(S(=O)(=O)c3ccccc3F)CC2)c1	8.6	-5.5
Cc1cc(C)cc(NC(=O)CSc2nnc(-c3ccncc3)o2)c1	10.2	-6.6
O=C(COC(=O)Cc1c(Cl)cccc1Cl)NCC1CCCO1 (configuration not stated)	-19.0	11.7
CCc1cc(C(=O)N2CCOCC2)c(NC2=NS(=O)(=O)c3ccccc32)s1	8.5	-8.4

Compound profiles, from the list above. Order of screens: H9c2 TAG inh, H9c2 TAG inh DAPI viability
Profile of O=C(COC(=O)/C=C/c1ccc([N+](=O)[O-])cc1)NCc1cccs1 → 6.3, -5.3
Profile of COC(=O)C1C(c2ccccc2)C=CC(c2ccccc2)C1C(=O)O (configuration not stated) → 2.3, -3.7

Additional records.
SMILES	H9c2 TAG inh	H9c2 TAG inh DAPI viability
COc1ccccc1CN1CCNC(=O)C1CC(=O)O (configuration not stated)	-16.5	13.1
CCOC(=O)C1=C(CSc2nc(C)cc(C)c2C#N)OC(N)=C(C#N)C1c1ccccc1 (configuration not stated)	22.9	-7.1
CCC(C(=O)Nc1c2c(nn1C(C)(C)C)CS(=O)(=O)C2)c1ccccc1 (configuration not stated)	2.1	-3.2
Cc1cc(C)c(OCC(=O)Nc2ccc(N3CCOCC3)cc2)c(Br)c1	-31.7	1.1
CNc1c([N+](=O)[O-])cnn1-c1ccc(F)cc1	7.2	-5.6
COC(=O)c1c(NC(=O)CCNCc2ccco2)sc2c1CCC2	-1.0	-0.5
O=C(O)c1ccc(N2C(=O)CC(Cc3ccccc3)C2=O)cc1 (configuration not stated)	12.9	1.9
COC(=O)[C@H](C)NC(=O)Nc1cccc(C)c1	9.9	-11.3
O=c1cc(CSc2nnc(-c3cccs3)n2Cc2ccccc2)nc2sc3ccccc3n12	1.3	-6.9
CCn1cc(C(=O)NCc2ccc(OC)cc2)c(=O)c2ccc(C)nc21	-12.0	-1.7
CC(=O)Cc1nsc(NC(=O)c2ccc(F)cc2)n1	3.2	-2.0
CC1C(=O)C(C)C(c2ccc([N+](=O)[O-])cc2)NC1c1ccc([N+](=O)[O-])cc1 (configuration not stated)	6.3	-12.0

Overlap with the part before: five entries, then new ones.
SMILES	H9c2 TAG inh	H9c2 TAG inh DAPI viability
COC(=O)[C@H](C)NC(=O)Nc1cccc(C)c1	9.9	-11.3
O=c1cc(CSc2nnc(-c3cccs3)n2Cc2ccccc2)nc2sc3ccccc3n12	1.3	-6.9
CCn1cc(C(=O)NCc2ccc(OC)cc2)c(=O)c2ccc(C)nc21	-12.0	-1.7
CC(=O)Cc1nsc(NC(=O)c2ccc(F)cc2)n1	3.2	-2.0
CC1C(=O)C(C)C(c2ccc([N+](=O)[O-])cc2)NC1c1ccc([N+](=O)[O-])cc1 (configuration not stated)	6.3	-12.0
O=C(Cc1cccs1)N1CCN(c2ccc(F)cc2)CC1	-10.6	12.4
CCN(CC)S(=O)(=O)c1ccc(NC(=O)CN(c2ccc(OC)cc2OC)S(C)(=O)=O)cc1	12.5	8.8
COc1ccc(S(=O)(=O)NNC(=O)Nc2ccc(F)cc2F)c(OC)c1	4.5	4.8
Cc1ccccc1OCCC(=O)OCC(=O)NC1CCS(=O)(=O)C1 (configuration not stated)	-21.9	11.2
O=C(NNC1CC(=O)N(c2ccc(Cl)cc2)C1=O)c1ccco1 (configuration not stated)	2.5	-12.1
COc1ccccc1N1CCN(C(CNS(=O)(=O)c2cc(F)ccc2F)c2cccnc2)CC1 (configuration not stated)	-16.1	0.2
COc1ccc(C2(C)NC(=O)N(CC(=O)Nc3ccc4ccccc4c3)C2=O)cc1OC (configuration not stated)	11.2	-7.1
COc1ccc(Cn2nnnc2C(c2ccc(C)cc2)N2CCN(C3CCCC3)CC2)cc1 (configuration not stated)	15.8	10.6
O=[N+]([O-])c1ccc2c(c1)C(N1CCOCC1)/C(=C/C1(O)CCCCC1)O2 (configuration not stated)	14.9	3.3
CCCOc1cccc(C(=O)NCCCNC(=O)c2ccccn2)c1	-2.7	-1.7
Cc1cc(=O)oc2c(O)c(O)ccc12	8.7	-4.6
O=C(c1ccccc1)c1cc(F)c(N2CCOCC2)cc1Cl	-16.8	7.2
COc1cc(NC(=O)c2ccccc2)c(OC)cc1NC(=O)Cc1ccc(Br)cc1	-1.5	7.0
CCC(C)NS(=O)(=O)c1ccc(OCC(=O)Nc2ccc(F)cc2F)cc1 (configuration not stated)	-16.3	5.2
CCOC(=O)c1cc(NC(=O)Nc2cc(C)ccn2)c(C)nc1C	20.1	2.6
CCN(CC(=O)NCCc1ccc(S(N)(=O)=O)cc1)Cc1nc2ccccc2c(=O)[nH]1	-33.5	17.7
COc1ccc([C@@H]2[C@@H]3C(=O)N(C(C)(C)C)C(=O)[C@@H]3[C@]3(C)C(=O)N(c4cccc(C)c4)C(=O)N23)cc1	4.2	1.4
Cc1ccc(C)c(-c2csc(NC(=O)c3c(C)noc3C)n2)c1	-22.2	0.9
FC(F)(F)c1cccc(-c2cncc(N3CCN(CCN4CCCC4)CC3)n2)c1	-1.3	-0.9
CC(C)(C)C(=O)NNC(=O)c1cnccn1	-3.3	-0.7
O=C(CNS(=O)(=O)c1cccs1)NCc1ccc(F)cc1	-14.7	5.5
CC(C)CC(C(=O)NCc1ccccn1)N1C(=O)c2ccccc2C1=O (configuration not stated)	-8.9	1.7
C[C@H]1CN([C@@H](C)CO)C(=O)Cc2cc(NS(=O)(=O)c3cn(C)cn3)ccc2O[C@@H]1CN(C)C(=O)Nc1ccc(F)cc1	14.5	5.7
CCO[C@@H]1OC(C(N)=O)=C[C@H](c2cn(C(C)=O)c3ccccc23)[C@H]1CCCO	-10.8	8.4
Cc1cc(OC(F)F)ccc1NC(=S)NCCc1ccccc1	-7.6	0.6
COc1cc(C2C3=C(COC3=O)Oc3cc4c(cc32)OCO4)cc(OC)c1O (configuration not stated)	32.0	-14.3
COc1cccc(C(C(=O)NC2CCCC2)N(Cc2ccco2)C(=O)c2ccco2)c1OC (configuration not stated)	-8.4	-24.4
CC(C(=O)Nc1ccc(F)c(F)c1F)N(C)Cc1cccs1 (configuration not stated)	-6.4	7.2
C=CCn1c(P(=O)(O)c2ccccc2)nc2ccccc21	16.8	-8.1
COc1ccc([C@H]2CC(=O)C=C(/C=C/Cc3ccccc3)C2)cc1	-11.9	6.5
NC(=O)C1CCCN(C(=O)NC2CCCCC2)C1 (configuration not stated)	-8.7	-11.5
O=[N+]([O-])c1cc(-c2csc(NCCc3nc4cc(Cl)c(N5CCCCC5)cc4n3CCCO)n2)ccc1Cl	9.7	4.7
O=C(NN1CCCCC1)c1cccc2ccccc12	-1.2	-2.2
CC(/C=C/c1ccco1)=N\NC(=O)COc1ccc(C)c(C)c1	-1.9	-1.8
CCCn1c(=N)n(CC(=O)C(C)(C)C)c2ccccc21	-9.6	4.5
C/C(Cl)=C/Cn1c(NCCN(C)C)nc2c1c(=O)n(C)c(=O)n2C	20.3	-9.5
COc1ccc(NC(=O)Cc2cccs2)cc1S(=O)(=O)N1CCCCC1	-7.7	-1.4
NN=C1c2ccccc2C(=O)C1C(=O)C(c1ccccc1)c1ccccc1 (configuration not stated)	-83.8	-4.8
CCC(=O)Nc1ccc2nc(C3CC3)n(Cc3ccc(C(C)(C)C)cc3)c(=O)c2c1	0.6	-14.5
Cc1onc(-c2c(F)cccc2Cl)c1C(=O)NNC(=O)C1CCN(Cc2ccccc2)CC1	3.6	4.8
O=c1sc2ccccc2c(N2CCN(c3ccccc3)CC2)c1[N+](=O)[O-]	-13.3	-4.3
c1ccc(CN2CCC3CC2c2ccc(N4CCOCC4)cc23)cc1 (configuration not stated)	13.3	-1.0
CCCC[n+]1ccn(C2=C([O-])c3ccccc3C(=O)/C2=N\S(=O)(=O)c2ccccc2)c1	-4.8	0.8
CCc1nc(N2CCN(C(=O)CCCl)CC2)c2c3c(sc2n1)CCCC3	8.7	-5.2
CCOc1ccccc1OCCCC(=O)NNC(=O)c1cc(C)oc1C	-5.3	1.9
Cc1ccnn1CCC(=O)N1CCCC(CCC(=O)NCc2ccccc2F)C1 (configuration not stated)	-0.4	-5.0
O=C(COC(=O)c1cccc(S(=O)(=O)N2CCCC2)c1)Nc1cccc(Br)c1	-5.6	10.4

Of the compounds above, 8 have an aryl thioether with sulfur outside any ring.
SMILES	H9c2 TAG inh	H9c2 TAG inh DAPI viability
CCc1c(SCCC(=O)O)nc2ccccc2c1C	9.3	2.2
CSc1ncc(-c2ccc(Cl)cc2)[nH]1	9.7	3.3
CCN(CC)CCn1c2c(c(SCC(=O)Nc3cc(C)cc(C)c3)nc1=O)CCC2	14.3	-1.7
CC(=O)Nc1ccc(NC(=O)CSc2ccc(-c3sc(C)nc3C)nn2)cc1	4.2	6.3
COc1ccc(NC(=O)CSc2ccc(-c3sc(C)nc3C)nn2)cc1OC	4.4	-6.6
Cc1cc(C)cc(NC(=O)CSc2nnc(-c3ccncc3)o2)c1	10.2	-6.6
CCOC(=O)C1=C(CSc2nc(C)cc(C)c2C#N)OC(N)=C(C#N)C1c1ccccc1 (configuration not stated)	22.9	-7.1
O=c1cc(CSc2nnc(-c3cccs3)n2Cc2ccccc2)nc2sc3ccccc3n12	1.3	-6.9

Some of the compounds tested; count on the stated rates, not on these rows.
